Source: PubChem BioAssay
AmpC inh no detg: qHTS Inhibitors of AmpC Beta-Lactamase (assay without detergent) | P00811 | AmpC nitrocefin hydrolysis, absorbance 480 nm, 0.0001% Triton | Potency, µM (series often up to 57.1 µM), for the others: at the top dose activity change, negative = inhibition, most hits filed as inhibitors | 330,000 tested, 0.52% active | AID 485341, 2010;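 note: potency is the fitted concentration of half-maximal effect; plate controls were no compound for no effect and no enzyme for full effect; nearly all actives have a fitted effect of over 20% in size; some results filed as inactive show a strong effect at the top dose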
Target sequence (P00811 whole entry, looked up): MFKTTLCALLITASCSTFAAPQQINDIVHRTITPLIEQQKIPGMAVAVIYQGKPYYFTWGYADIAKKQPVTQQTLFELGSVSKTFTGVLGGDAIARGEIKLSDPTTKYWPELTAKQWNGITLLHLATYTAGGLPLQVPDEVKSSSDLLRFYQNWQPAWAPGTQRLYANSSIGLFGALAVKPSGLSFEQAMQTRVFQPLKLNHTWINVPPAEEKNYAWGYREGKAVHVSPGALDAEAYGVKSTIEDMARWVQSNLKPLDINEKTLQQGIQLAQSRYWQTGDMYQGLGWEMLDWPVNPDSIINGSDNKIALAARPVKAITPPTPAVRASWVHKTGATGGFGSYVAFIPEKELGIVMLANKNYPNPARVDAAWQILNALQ
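AmpC (5.3 nM in the dispensed reagent) in 20 mM phosphate pH 7.0 with 0.01% (detergent screen) or 0.0001% Triton X-100 was preincubated with compounds for 15 min at room temperature. Nitrocefin was then added from an 800 uM solution, and hydrolysis was followed at 480 nm.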
AmpC detergent: qHTS Inhibitors of AmpC Beta-Lactamase (assay with detergent) | P00811 | AmpC hydrolysis of nitrocefin, absorbance 480 nm, 0.01% Triton | Potency, µM (top dose mostly 114 µM), for inactives: at the top dose activity change, negative = inhibition, most hits filed as inhibitors | 370,000 tested, 0.041% active | AID 485294, 2010;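 note: potency is the fitted concentration of half-maximal effect; 0% = no-compound wells and -100% = no-enzyme wells; nearly all actives have a fitted effect of over 25% in size; some results filed as inactive show a strong effect at the top dose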
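20 mM phosphate pH 7.0 + 0.01% (detergent screen) or 0.0001% Triton X-100; 5.3 nM AmpC reagent; cpd preinc 15 min RT; nitrocefin (800 uM stock) to start; A480 q20 s × 4 min; Activity was normalised to no-enzyme and no-compound control wells.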
CHX counter: Cycloheximide Counterscreen for Small Molecule Inhibitors of Shiga Toxin; cell reporter, cycloheximide protein synthesis inhibition counterscreen; max response, %; AID 2314, 2010; 300,000 tested, 12% active; in the data active = max response mostly above about 13%, no sharp cut-off; inactive = mostly below about 14%; note: read at 38.3 µM for the half of the compounds with a filed dose; 0% is about no effect
HCMV inh: qHTS Assay for inhibitors of the human cytomegalovirus (HCMV); activity change, negative = inhibition, % at 57.5 µM; AID 1259415, 2018; 410,000 tested, 4.5% active; HFF cells, HCMV-luciferase reporter, 72 h; hits give low values; in the data active = activity change below about -60%; inconclusive = no clear call, values can overlap the other calls; inactive = above about -39%; note: % is set by controls: 0 for no effect and ±100 for the full control effect
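Two-dose cell screen: HFF monolayers treated with compounds and infected with luciferase-expressing HCMV at 1 PFU/cell, 72 h at 37C, then lysed for luciferase measurement.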
AMA1-RON2 inh: qHTS for Inhibitors of AMA1-RON; Towards Development of Antimalarial Drug Lead: Primary Screen. Plasmodium falciparum AMA1 (3D7) - RON2 peptide interaction. AlphaScreen AMA1-biotinylated RON2 peptide binding. Potency, µM (titrated, usually from 58.2 µM), for the others: at the highest dose activity change, negative = inhibition, usual class: inhibitors. 360,000 tested, 0.2% active;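 note: potency is the fitted concentration of half-maximal effect; 0% = vehicle wells and -100% = peptide control; nearly all actives have a fitted effect of over 45% in size; some results filed as inactive show a strong effect at the top dose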
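AMA1 (3D7) with his tag at 25 nM final met compounds first, then biotinylated RON2 peptide at 25 nM; detection used donor plus acceptor beads, 10 µg/mL apiece, read by AlphaScreen after 30 min at room temperature.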
Shiga toxin inh: A qHTS for Small Molecule Inhibitors of Shiga Toxin. Vero cells, Shiga toxin protein synthesis inhibition reporter. inhibition, % at 38.7 µM. 290,000 tested, 9.2% active. AID 2315, 2010; in the data active = inhibition mostly above about 28%, no sharp cut-off; inactive = mostly below about 43%; note: 0% is about no effect
FBPA Giardia inh: qHTS Assay for Inhibitors of Fructose-1,6-bisphosphate Aldolase from Giardia Lamblia; purified Giardia FBPA; Potency, µM (highest dose often 59.6 µM), for inactives: at the highest dose activity, negative = inhibition, actives largely listed as inhibitors; A8B2U2; 290,000 tested, 0.71% active; note: potency is the fitted concentration of half-maximal effect; % is set by controls: 0 for no effect and ±100 for the full control effect; nearly all actives have a fitted effect of over 55% in size
Target sequence (A8B2U2 whole entry, looked up): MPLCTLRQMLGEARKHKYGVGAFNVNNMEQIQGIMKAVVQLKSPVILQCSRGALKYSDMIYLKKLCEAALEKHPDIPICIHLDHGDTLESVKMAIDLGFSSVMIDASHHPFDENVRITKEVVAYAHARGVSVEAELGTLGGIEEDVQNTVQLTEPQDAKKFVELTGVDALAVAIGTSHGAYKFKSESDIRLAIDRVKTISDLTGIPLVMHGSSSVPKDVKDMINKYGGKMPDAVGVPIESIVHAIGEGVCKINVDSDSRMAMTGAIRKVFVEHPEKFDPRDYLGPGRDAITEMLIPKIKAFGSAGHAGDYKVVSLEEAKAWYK
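Giardia FBPA (40 nM reagent) was preincubated 10 min at RT with compound (up to 57.5 uM final), then substrate plus GAPDH/TPI/NAD/arsenate coupling system with diaphorase/resazurin was added; resorufin fluorescence (525/598 nm) was read after 20 min.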
An asterisk follows results filed as active; & = joins results of further samples; [ ] = another dose, or the depositor's remark. Unless noted, calls come from the whole dose curve; as a rule, active = well fitted curve in the direction sought with a large enough effect; inconclusive = small, poorly fitted or top-dose-only effect, or another doubt; inactive = no such curve, though single readings can be large; an effect the other way counts as inactive or inconclusive. This is a random part of the collection; overall some 16% were active at least once.

`COc1ccc(C(CNS(=O)(=O)c2cccc(F)c2)N2CCCC2)cc1` (stereo not drawn) gave AmpC inh no detg 19%, HCMV inh 21 and AMA1-RON2 inh 2%.
`O=C(Nc1ccc(Cl)c(Cl)c1)N(CCCN1CCOCC1)Cc1cccnc1` gave AmpC inh no detg 42%, AmpC detergent 6%, CHX counter -1, HCMV inh -21, AMA1-RON2 inh 3%, Shiga toxin inh -6 and FBPA Giardia inh 3%.
For Clc1ccc(CON/C=N/c2ncnc3sccc23)c(Cl)c1 the results were AmpC inh no detg -17%, AmpC detergent inconclusive, CHX counter -4, HCMV inh -35, AMA1-RON2 inh 5%, Shiga toxin inh 25 and FBPA Giardia inh -10%.
Screening Cc1ccc(CNC(=O)CSc2nc(=O)n3ccccc3n2)cc1 returned AmpC inh no detg -8%, AmpC detergent -24% and AMA1-RON2 inh 11%.
Cc1ccc(Cl)cc1NC(=O)Nn1cnnc1 was read as AmpC inh no detg -24%, AmpC detergent -17%, CHX counter -2, HCMV inh 22, AMA1-RON2 inh -6%, Shiga toxin inh -12 and FBPA Giardia inh 5%.
Cc1ccc(NC(=O)c2ccc(F)cc2)nc1 was read as AmpC inh no detg -25%, AmpC detergent -7%, CHX counter 2, HCMV inh -6, AMA1-RON2 inh -3%, Shiga toxin inh -2 and FBPA Giardia inh -16%.
COCCNc1cc(C)nc2c3c(C)cc(C)nc3nn12 was read as AmpC inh no detg 24%, AmpC detergent -10%, CHX counter -4, HCMV inh 37, AMA1-RON2 inh 10%, Shiga toxin inh -16 and FBPA Giardia inh -8%.
Screening O=P(O)(Oc1ccccc1)OC(c1ccccc1)C(F)(F)C(F)(F)F (stereo not drawn) returned AmpC inh no detg -12%, AmpC detergent inconclusive, CHX counter -3, HCMV inh 32, AMA1-RON2 inh -1%, Shiga toxin inh 1 and FBPA Giardia inh 1%.
For Cc1ccc(P(=S)(c2ccc(C)o2)N2CCOCC2)o1 the results were AmpC inh no detg -9%, AmpC detergent -7%, CHX counter 8, HCMV inh inconclusive, AMA1-RON2 inh -5%, Shiga toxin inh -4 and FBPA Giardia inh 2%.
COCCNC(=O)C(c1ccc(F)cc1)N(C(=O)CCC(=O)Nc1ccccn1)c1ccc(C)cc1 (stereo not drawn) was read as AmpC inh no detg 151%[activator], AmpC detergent 2%, CHX counter -1, HCMV inh -24, AMA1-RON2 inh inconclusive, Shiga toxin inh 3 and FBPA Giardia inh 2%.
Cc1ccc(-c2c[n+](CC(=O)c3cccs3)c3n2CCC3)cc1 was read as AmpC inh no detg 29%, AmpC detergent -1%, CHX counter 3, HCMV inh inconclusive, AMA1-RON2 inh inconclusive, Shiga toxin inh 11 and FBPA Giardia inh 6%.
CC(C)Cc1nnc(NC(=O)C2CCCC2)s1 was read as AmpC inh no detg 15%, AmpC detergent -9%, CHX counter 24*, HCMV inh 81, AMA1-RON2 inh 7%, Shiga toxin inh 44 and FBPA Giardia inh -4%.
Screening CCN(CC(=O)NCC1CCCO1)S(=O)(=O)c1ccc(Cl)cc1 (stereo not drawn) returned AmpC inh no detg -6%, AmpC detergent 3%, CHX counter -1, HCMV inh -11, AMA1-RON2 inh 3% and Shiga toxin inh 1.
For COc1ccc(C(C)=NNC(=O)c2cccc(S(=O)(=O)N3CCCC3)c2)cc1 the results were AmpC inh no detg -19%, HCMV inh 53 and AMA1-RON2 inh 38%.
Screening Cc1cc(C)n(Cc2ccc(C(=O)O)o2)n1 returned AmpC inh no detg 0%, AmpC detergent inconclusive, CHX counter -2, HCMV inh -27, AMA1-RON2 inh -15%, Shiga toxin inh -23 and FBPA Giardia inh 6%.
For Cc1cc(C)n(Cc2ccc(C(=O)NCc3ccco3)o2)n1 the results were AmpC inh no detg 2%, AmpC detergent -6%, CHX counter -4, HCMV inh 16, AMA1-RON2 inh -7%, Shiga toxin inh -13 and FBPA Giardia inh -8%.
Screening CCc1ccc(/C=C2\Oc3cc(OS(C)(=O)=O)ccc3C2=O)cc1 returned AmpC inh no detg 34%, AmpC detergent -10%, CHX counter 14*, HCMV inh -28, AMA1-RON2 inh -20%, Shiga toxin inh -7 and FBPA Giardia inh -3%.
For CCCS(=O)(=O)c1c(S(=O)(=O)CCC)c2ccc(C(N)=O)cn2c1C(=O)c1ccccc1 the results were AmpC inh no detg 6%, AmpC detergent -7%, CHX counter -1, HCMV inh 33, AMA1-RON2 inh 15%, Shiga toxin inh 2 and FBPA Giardia inh 4%.
C=CCc1c(C)nc(SC(C)C)[nH]c1=O was read as AmpC inh no detg -26%, AmpC detergent -9%, CHX counter -2, HCMV inh -6, AMA1-RON2 inh -2%, Shiga toxin inh -7 and FBPA Giardia inh -4%.
Screening CCC(C(=O)OCn1nnc2ccccc2c1=O)c1ccccc1 (stereo not drawn) returned AmpC inh no detg -22%, AmpC detergent 3%, CHX counter 1, HCMV inh -24, AMA1-RON2 inh 15%, Shiga toxin inh -11 and FBPA Giardia inh 6%.

Overlap with the part before: 3 compounds, then new ones.
For CCCS(=O)(=O)c1c(S(=O)(=O)CCC)c2ccc(C(N)=O)cn2c1C(=O)c1ccccc1 the results were AmpC inh no detg 6%, AmpC detergent -7%, CHX counter -1, HCMV inh 33, AMA1-RON2 inh 15%, Shiga toxin inh 2 and FBPA Giardia inh 4%.
C=CCc1c(C)nc(SC(C)C)[nH]c1=O was read as AmpC inh no detg -26%, AmpC detergent -9%, CHX counter -2, HCMV inh -6, AMA1-RON2 inh -2%, Shiga toxin inh -7 and FBPA Giardia inh -4%.
Screening CCC(C(=O)OCn1nnc2ccccc2c1=O)c1ccccc1 (stereo not drawn) returned AmpC inh no detg -22%, AmpC detergent 3%, CHX counter 1, HCMV inh -24, AMA1-RON2 inh 15%, Shiga toxin inh -11 and FBPA Giardia inh 6%.
Screening O=C(NCCCN1CCCCC1)C1CC(=O)N(CCc2ccccc2)C1 (stereo not drawn) returned AmpC inh no detg -23%, AmpC detergent 4%, CHX counter 3, HCMV inh 1, AMA1-RON2 inh 15%, Shiga toxin inh -9 and FBPA Giardia inh -3%.
For COc1ccc(CNS(=O)(=O)c2csc(C(N)=O)c2)cc1OC the results were AmpC inh no detg -5%, AmpC detergent -5%&4%, CHX counter -4, HCMV inh -26&1, AMA1-RON2 inh 20% and Shiga toxin inh -12.
Cc1ccc(S(=O)(=O)N(C)C)cc1NC(=O)COC(=O)CCNS(=O)(=O)c1ccccc1 was read as AmpC inh no detg -22%, AmpC detergent inconclusive, HCMV inh 8 and AMA1-RON2 inh -9%.
For Cc1ccc2c(c1)N(CCC(=O)NCc1ccco1)C(=O)CO2 the results were AmpC inh no detg 26%, AmpC detergent -5%, CHX counter 27, HCMV inh -11, AMA1-RON2 inh 2%, Shiga toxin inh 18 and FBPA Giardia inh 15%.
`O=C(CN1N=C(c2ccccc2)CCC1=O)NCCN1CCc2ccccc2C1` gave AmpC inh no detg 3%, AmpC detergent -13%, CHX counter 10, HCMV inh -26, AMA1-RON2 inh 6%, Shiga toxin inh 17 and FBPA Giardia inh -17%.
O=C(CCc1nc(-c2ccccc2F)no1)NCCN1CCOCC1 was read as AmpC inh no detg -3%, AmpC detergent -19%, CHX counter -2, HCMV inh 30, AMA1-RON2 inh -1%, Shiga toxin inh -4 and FBPA Giardia inh 2%.
CN1CCN(CCC(=O)OC2CC3CCC(C2)N3C)CC1 (stereo not drawn) was read as AmpC inh no detg -7%, AmpC detergent 6%, CHX counter -3, HCMV inh 13, AMA1-RON2 inh -1%, Shiga toxin inh -8 and FBPA Giardia inh -16%.
CN1CCCCC1c1ccc(-c2cccnc2)nc1 (stereo not drawn) was read as AmpC inh no detg -5%, AmpC detergent -6%, CHX counter 16*, HCMV inh 17, AMA1-RON2 inh -10%, Shiga toxin inh -9 and FBPA Giardia inh inconclusive.
Oc1ccc(Nc2nc3ccccc3nc2Nc2ccc(O)cc2)cc1 was read as AmpC inh no detg -42%, AmpC detergent -11%, CHX counter 14*, AMA1-RON2 inh -7%, Shiga toxin inh 40 and FBPA Giardia inh inconclusive.
For CC(=O)c1c(C)cc(C)c(CSc2nnc(-c3ccco3)o2)c1C the results were AmpC inh no detg 31%, AmpC detergent -3%, CHX counter -2, HCMV inh -12, AMA1-RON2 inh -5%, Shiga toxin inh -28 and FBPA Giardia inh -11%.
Screening Cc1ccc(C2CC(=O)C(C=NCCN3CCN(C(=S)Nc4ccc(F)cc4)CC3)=C(O)C2)cc1 (stereo not drawn) returned AmpC inh no detg 158%[activator], AmpC detergent 3%, CHX counter 9, HCMV inh 7, AMA1-RON2 inh 22%, Shiga toxin inh 4 and FBPA Giardia inh 0%.
For O=C(COC(=O)c1ccc(S(=O)(=O)N2CCOCC2)cc1)Nc1ccccc1F the results were AmpC inh no detg 4%, AmpC detergent 0%, HCMV inh 52 and AMA1-RON2 inh 10%.
Screening Cc1onc(-c2ccccc2)c1C(=O)Nc1nnc(CC(C)(C)C)s1 returned AmpC inh no detg -18%, AmpC detergent -9%, CHX counter -3, HCMV inh 8, AMA1-RON2 inh -5%, Shiga toxin inh -7 and FBPA Giardia inh -8%.
For Cc1ccc(Cl)cc1N1CCN(Cc2nnnn2Cc2ccco2)CC1 the results were AmpC inh no detg -7%, AmpC detergent -11%, CHX counter 0, HCMV inh -28, AMA1-RON2 inh -12%, Shiga toxin inh -5 and FBPA Giardia inh 1%.
For CCOC(=O)N1CCN(C(=S)NC(=O)c2c(-c3c(Cl)cccc3Cl)noc2C)CC1 the results were AmpC inh no detg -2%, AmpC detergent -12%, CHX counter -1, HCMV inh -69*, AMA1-RON2 inh 64%[activator], Shiga toxin inh 24 and FBPA Giardia inh 5%.
`O=C(c1cnn2c(C(F)(F)F)cc(-c3cccs3)nc12)N1CCCC1` gave AmpC inh no detg -6%, AmpC detergent 5%, CHX counter -1, HCMV inh inconclusive, AMA1-RON2 inh 0%, Shiga toxin inh -14 and FBPA Giardia inh 6%.
COc1ccc(Cl)cc1C(=O)NCCCn1ccnc1 was read as AmpC inh no detg -4%, AmpC detergent inconclusive, CHX counter -2, HCMV inh 11, AMA1-RON2 inh -20%, Shiga toxin inh 2 and FBPA Giardia inh -14%.
CCOC(=O)[C@H]1[C@H]2COc3cc(OC)ccc3[C@@H]2N2C(=O)c3cc(F)c(F)cc3NC(=O)[C@@]12C was read as AmpC inh no detg -38%, AmpC detergent -8%, HCMV inh -9 and AMA1-RON2 inh -4%.
Screening CC[C@]12c3[nH]c4ccc(OC)cc4c3CCN1C(=O)C(CC(=O)NCCc1ccccn1)C[C@@H]2C(=O)N1CCN(C(=O)C2CC2)CC1 (stereo partly drawn) returned AmpC inh no detg 75%[activator], HCMV inh 30 and AMA1-RON2 inh 97%[activator].
